Screening results as filed in PubChem BioAssay.
Neddylation inh: inhibitors of cullin neddylation, primary screen, biochemical, TR-FRET, uHTS, NAE and Ubc12. NEDD8-conjugating enzyme Ubc12 (Homo sapiens) + NEDD8-activating enzyme E1 regulatory …. calls only at 25 µM. hit rate 0.58% among 360,000; in the data active = inhibition above about 36%
SUMO1-SIM PPI: modulators of SUMO1 protein-protein interactions, primary screen, biochemical, uHTS; Small ubiquitin-related modifier 1 (Homo sapiens), P63165; SUMO1 binding to a labelled peptide, TR-FRET, 1 h; inhibition, % at 20 µM; hit rate 0.33% among 360,000; in the data active = inhibition above about 37%
Scp-1 inhibitor: Scp-1 phosphatase inhibitors, primary screen, biochemical, colorimetric, uHTS. inhibition, % at 20 µM. hit rate 0.88% among 340,000. Carboxy-terminal domain RNA polymerase II polypeptide A small phosphatase 1 (Homo …. Recombinant Scp1, phosphopeptide, malachite green phosphate absorbance. AID 493091, 2011;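 active = inhibition above about 50% at 20 µM, limit read from the data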;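 note: plate controls were DMSO wells with enzyme for no effect and wells lacking enzyme for full effect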
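Incubation: 45 min enzyme reaction at room temperature / System: truncated SCP-1 phosphatase (76-261aa) / Reagent: Phospho 17-mer peptide substrate / Buffer or medium: Acidic Tris acetate buffer with magnesium and detergent / Signal: absorbance at 630 nm / Doses: one concentration, 20 µM, with 1.0% DMSO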
DNMT1 inh: human DNMT1 methyltransferase inhibitors, primary screen, biochemical, molecular beacon, fluorescence, HinP1I cleavage, uHTS. inhibition (reported as % activation of signal), % at 10 µM. hit rate 0.83% among 360,000. AID 588458, 2011; in the data active = inhibition above about 50%
Target sequence (P26358 504-1616 limits assumed): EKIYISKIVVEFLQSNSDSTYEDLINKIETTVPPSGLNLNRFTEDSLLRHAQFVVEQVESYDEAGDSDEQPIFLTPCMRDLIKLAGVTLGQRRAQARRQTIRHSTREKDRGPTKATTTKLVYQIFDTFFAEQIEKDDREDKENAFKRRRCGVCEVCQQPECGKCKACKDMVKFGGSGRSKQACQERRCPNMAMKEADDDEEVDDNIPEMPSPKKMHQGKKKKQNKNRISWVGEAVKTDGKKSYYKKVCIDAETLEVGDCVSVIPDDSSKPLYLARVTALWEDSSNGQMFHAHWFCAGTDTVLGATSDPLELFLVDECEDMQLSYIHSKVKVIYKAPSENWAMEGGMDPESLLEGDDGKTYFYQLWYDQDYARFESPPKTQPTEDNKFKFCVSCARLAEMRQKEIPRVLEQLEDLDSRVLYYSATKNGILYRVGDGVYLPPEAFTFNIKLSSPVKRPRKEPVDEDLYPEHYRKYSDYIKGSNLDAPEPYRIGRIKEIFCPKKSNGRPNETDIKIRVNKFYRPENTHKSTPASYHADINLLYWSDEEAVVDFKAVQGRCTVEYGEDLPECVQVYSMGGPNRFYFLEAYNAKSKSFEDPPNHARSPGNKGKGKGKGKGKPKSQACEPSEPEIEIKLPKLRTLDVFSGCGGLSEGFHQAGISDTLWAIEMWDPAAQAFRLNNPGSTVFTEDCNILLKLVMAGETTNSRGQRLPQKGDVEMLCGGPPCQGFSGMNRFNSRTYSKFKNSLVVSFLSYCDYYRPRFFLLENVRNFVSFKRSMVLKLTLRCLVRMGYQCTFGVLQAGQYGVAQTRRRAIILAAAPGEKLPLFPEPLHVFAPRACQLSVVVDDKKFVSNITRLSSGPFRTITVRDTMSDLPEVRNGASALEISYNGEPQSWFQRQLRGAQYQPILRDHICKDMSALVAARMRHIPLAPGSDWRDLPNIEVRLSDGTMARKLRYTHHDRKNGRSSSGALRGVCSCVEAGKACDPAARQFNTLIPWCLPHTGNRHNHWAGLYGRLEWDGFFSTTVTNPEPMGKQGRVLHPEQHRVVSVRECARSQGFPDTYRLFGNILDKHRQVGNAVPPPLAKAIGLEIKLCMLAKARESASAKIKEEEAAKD
NadD inh: inhibitors of S. aureus NadD, primary screen, biochemical, colorimetric, uHTS | Nicotinate-nucleotide adenylyltransferase NadD (Staphylococcus aureus N315) | purified NadD enzyme, colorimetric absorbance read-out | inhibition, % at 20 µM | hit rate 0.78% among 360,000 | AID 602399, 2012; in the data active = inhibition above about 26%; note: some compounds past the cut are filed as inactive
Tb MetRS inh: T. brucei MetRS inhibitors, primary screen, biochemical, luminescence | methionyl-tRNA synthetase (Trypanosoma brucei brucei) | purified T. brucei MetRS, ATP depletion, Kinase-Glo luminescence | inhibition, % at 11.9 µM | hit rate 0.4% among 360,000 | AID 624268, 2012;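 active = inhibition above a per-plate cutoff of the control wells' mean inhibition plus 3 SD, cut at about 5.5% in these data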;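 note: 0% = DMSO wells median and 100% = median of wells with control inhibitor compound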
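System: purified T. brucei MetRS enzyme / Detection: Kinase-Glo luciferase luminescence reporting remaining unconsumed ATP / Medium: HEPES buffer with MgCl2, KCl, DTT, spermine, BSA, pyrophosphatase / Replication: singlicate, one well per compound / Evaluation: percent inhibition relative to median high and low control wells / Schedule: 2 h aminoacylation at 25 °C after 15 min preincubation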
STEP inh: STEP phosphatase inhibitors, primary screen, biochemical, fluorescence intensity, uHTS. recombinant STEP, OMFP fluorogenic substrate. inhibition, % at 20 µM. hit rate 0.25% among 360,000. AID 588621, 2011;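 active = inhibition at 20 µM, scaled per plate between control wells, above about 37%, limit read from the data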;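 note: 0% = DMSO with enzyme and substrate and 100% = substrate only without enzyme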
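Test system: STEP tyrosine phosphatase / Reagent: OMFP at 25 µM / Doses: 20 µM, 1% DMSO / Read-out: percent inhibition scaled to no-enzyme and uninhibited-enzyme controls, plate-pattern corrected / Detection: FITC-channel fluorescence of OMFP product / Medium: Bis-Tris buffer pH 6.0, 2.5 mM DTT, 0.005% Tween 20 / Schedule: 20 min at room temperature, dark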
SKN-1 inh: suppressors of acrylamide-induced Pgst-4::GFP reporter in worms, primary screen, SKN-1 inhibitor project, whole organism, uHTS, GFP/RFP fluorescence ratio, strain VP596. hit rate 0.49% among 360,000. C. elegans VP596 Pgst-4::GFP/RFP ratio, 24 h. inhibition, % at 21.8 µM;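 active = interference check ratio from 0.5 to 1.5 plus GFP to RFP signal ratio inhibition reaching or exceeding a fixed threshold, cut at about 30% in these data, passing the limit was not always enough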; note: some compounds called inactive have numbers as strong as hits
LMPTP block: LMPTP phosphatase inhibitors, primary screen, biochemical, fluorescence intensity, uHTS. Low molecular weight phosphotyrosine protein phosphatase (Homo sapiens), P24666. recombinant LMPTP-A, OMFP fluorogenic substrate. inhibition, % at 20 µM. hit rate 0.22% among 360,000. AID 651560, 2012;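 active = compounds that cut the enzyme signal by at least half of the control window in the single-dose screen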;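 note: plate controls were DMSO wells with enzyme plus substrate for no effect and substrate without enzyme for full effect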
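Test system: LMPTP-A phosphatase enzyme. Amount: LMPTP-A at 0.625 nM final in the reaction. Reagent: OMFP substrate, 400 µM final. Times: 50 min at room temperature. Signal: endpoint fluorescence intensity from OMFP dephosphorylation. Read-out basis: % inhibition. Benchmarks: no-enzyme and uninhibited controls.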
CendR NRP1 mod: modulators of CendR peptide binding to NRP-1, primary screen, biochemical, fluorescence polarization, uHTS. hit rate 0.85% among 360,000. inhibition, % at 25 µM. Neuropilin-1 (Homo sapiens), O14786. FAM-RPARPAR peptide binding to NRP-1. AID 602438, 2012;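 active = inhibition or corrected inhibition above about 18%, plus a signal ratio from 0.5 to 1.5, limit read from the data, passing the limit was not always enough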; note: strong numbers were not always called active
* hit, by the source's call; i = inactive; x = no result given. Not a hit list; any-hit rate near 4.6%.

SMILES	Neddylation inh	SUMO1-SIM PPI	Scp-1 inhibitor	DNMT1 inh	NadD inh	Tb MetRS inh	STEP inh	SKN-1 inh	LMPTP block	CendR NRP1 mod
COc1ccc2c(c1)OC(=O)CC2c1ccccc1OC (stereo not drawn)	i	-0.3	-1.3	7.3	-4.4	-2.2	-2.1	-1.5	-1.2	-10.8
CN(C)CCN(C(=O)c1ccc2ccccc2c1)c1nc2c(F)cccc2s1	i	-8.0	8.4	-0.4	-4.2	-0.2	-1.9	0.9	0.6	5.0
Cc1c(NC(=O)CCc2ccc(S(=O)(=O)N3CCOCC3)cc2)c(=O)n(-c2ccccc2)n1C	i	0.7	-7.9	-0.1	0.1	0.5	2.3	-0.2	2.5	0.7
CN(C)S(=O)(=O)c1cccc(NC(=O)COC(=O)c2ccc([N+](=O)[O-])o2)c1	i	-5.1	-11.7	-11.1	-2.7	0.2	-2.4	13.6	-2.8	-6.3
Cc1nnc(SCC2=C(C(=O)O)N3C(=O)C(NC(=O)Cn4nc(C(F)F)cc4C)C3SC2)s1 (stereo not drawn)	i	11.1	70.3*	27.4	-2.5	0.0	6.4	-0.6	-1.2	-3.2
Cc1ccccc1-c1cc(C(=O)O)n(CC2CC(c3cccnc3)=NO2)n1 (stereo not drawn)	i	-2.8	1.9	2.2	-10.9	-0.6	2.2	-6.5	-0.6	9.7
O=c1c2ccccc2c(-c2ccccc2)nn1-c1cc(Cl)cc(Cl)c1	i	-24.5	-10.7	3.8	-8.0	-0.9	1.2	4.1	2.8	2.8
O=C(O)C1C2CCC(C2)C1C(=O)NCCc1ccccc1 (stereo not drawn)	i	1.6	3.0	-1.1	3.0	0.4	0.6	17.6	-1.7	-6.9
COc1cccc(CNC(=O)c2cc(C3CC3)nc3c2cnn3C(C)C)c1	i	2.5	-7.5	-1.1	-8.3	-0.1	-0.1	12.8	1.7	3.7
C=C1CCN(CC(=O)OC)S(=O)(=O)c2ccccc21	i	0.5	19.9	4.8	-0.2	-0.3	-1.6	-3.9	-2.0	-8.0
Cc1cccc(NC(=O)c2ccc(Cl)c(S(=O)(=O)N3CCCCCC3)c2)n1	i	-1.9	-0.1	-4.4	-2.7	0.1	3.2	-24.3	1.8	3.7
CCOC(=O)C(NC(=O)CC(C)C)(Nc1sc(C)c(CC)c1C#N)C(F)(F)F (stereo not drawn)	i	-0.5	-9.8	-4.8	-11.6	-0.3	-0.3	0.2	0.6	23.8*
COC(=O)c1sccc1NC(=O)c1ccc2c(c1)OCO2	i	2.3	-1.1	1.8	-4.2	-0.3	1.4	-2.8	-0.4	10.3
O=C(CN1C(=O)C(=O)c2ccccc21)NCCc1ccccc1	i	-1.2	-3.4	-15.4	4.5	0.1	1.4	6.9	-0.7	4.1
O=C(NNC(=S)NC(=O)c1ccccc1)c1ccc([N+](=O)[O-])cc1	i	-28.6	-6.5	2.9	6.3	-0.2	2.9	13.3	-0.4	-12.1
CCN(CC)C(=O)C1=C(C)N(Cc2ccc(C(C)(C)C)cc2)C(=O)C(CC(=O)NCCCN(C)C)C1 (stereo not drawn)	i	0.3	x	-24.4	5.8	-1.3	-0.6	5.0	0.2	-19.7
Cc1cc(C)n2nc(C(=O)Nc3cccc(S(=O)(=O)N4CCCC4)c3)nc2n1	i	1.2	-9.0	2.7	-7.1	-0.4	-2.8	1.4	-3.2	9.0
CC(C)(C)c1ccc(OCCC(=O)OCC(=O)NC(=O)NC2CCCC2)cc1	i	2.7	-8.2	-1.0	-4.3	-0.6	1.8	-1.9	1.5	7.4
O=C(N/N=C\c1cc2c(cc1Cl)OCO2)c1ccc(Br)s1	i	-1.8	2.4	27.4	7.0	-0.6	-1.3	-7.9	2.7	-9.9
Cc1c(C(=O)N2CCN(Cc3nccn3C)CC2)oc2c(F)cccc12	i	-0.4	x	0.3	-6.6	0.0	-1.8	15.2	-1.9	-10.6
CC(C)CCc1noc(CN2CCN(CC(=O)NC(C)C)CC2)n1	i	-2.8	-2.5	8.8	-3.0	-0.8	-0.6	-1.2	3.0	8.6
C/C(=C\C(=O)c1c(O)cc(C)oc1=O)N(C)C	i	5.1	2.7	1.0	-2.8	-0.1	-0.4	9.0	-2.0	-1.3
Cc1ccccc1Cn1cnc2ccccc21	i	1.1	-2.5	0.7	-1.3	0.2	-2.2	14.6	2.4	-5.1
CCOC(=O)N1CCN(CCC(=O)Nc2cc(OC)ccc2OC)CC1	i	-2.2	-3.9	1.5	-4.2	-0.6	-2.1	-9.1	-0.6	-7.3
CC1=C[C@H]2OC(=O)[C@@H](C)[C@H]2C[C@@H]2[C@H]1C[C@@H](O)[C@@]2(C)O	i	5.0	-2.7	-0.1	0.4	0.5	-2.9	3.9	-1.2	7.1

A few values from the entries so far:
NadD inh, `Cc1c(C(=O)N2CCN(Cc3nccn3C)CC2)oc2c(F)cccc12` is entered as -6.6
SUMO1-SIM PPI, `Cc1ccccc1-c1cc(C(=O)O)n(CC2CC(c3cccnc3)=NO2)n1` (stereo not drawn) is entered as -2.8
CendR NRP1 mod, `Cc1nnc(SCC2=C(C(=O)O)N3C(=O)C(NC(=O)Cn4nc(C(F)F)cc4C)C3SC2)s1` (stereo not drawn) is entered as -3.2

Next part:
SMILES	Neddylation inh	SUMO1-SIM PPI	Scp-1 inhibitor	DNMT1 inh	NadD inh	Tb MetRS inh	STEP inh	SKN-1 inh	LMPTP block	CendR NRP1 mod
O=C(C1CCN(S(=O)(=O)c2ccc(Br)s2)CC1)N1CCc2ccccc21	i	1.8	8.0	2.4	1.0	-1.2	3.1	-2.3	2.0	43.3*
O=C(CC12CC3CC(CC(C3)C1)C2)NC(Cc1ccccc1)C(=O)O (stereo not drawn)	i	0.2	-2.7	-1.4	-0.8	-0.3	-0.2	-6.1	1.8	-2.3
COc1ccc(C)cc1N(C(=O)CNC(=O)c1ccco1)C(C(=O)NCC1CCCO1)c1ccccc1 (stereo not drawn)	i	0.3	-5.8	-2.4	-2.4	-0.9	-0.3	-16.3	-1.3	5.7
COc1ccc(F)c(-c2nc(CN3CCN(C(=O)c4ccco4)CC3)c(C)o2)c1	i	-1.3	-4.8	0.2	0.3	-0.4	-0.6	2.2	-1.2	-2.4
COc1ccc(N2C(=O)CC(Sc3nc4ccccc4s3)C2=O)cc1OC (stereo not drawn)	i	-0.7	2.4	0.9	-2.8	-0.7	-0.8	0.7	-0.5	1.1
COC(=O)C1=C(C)NC2=C(C(=O)CC(C)(C)C2)C1c1ccccn1 (stereo not drawn)	x	-7.3	4.5	2.3	-4.4	-0.7	-4.8	5.7	-0.4	24.1
CCCCCCn1c(N2CCC(C)CC2)nc2c1c(=O)[nH]c(=O)n2C	i	-2.8	-0.4	0.5	-5.1	-0.8	1.7	-6.4	-3.5	-0.4
CN(C(=O)CC1C(=O)NCCN1CC1CCCCC1)C1CCOCC1 (stereo not drawn)	i	-3.2	-7.4	-6.0	-3.5	-1.3	-1.0	-1.3	-0.6	3.2
Cc1ccc(-c2noc(CCCOc3ccc(Cl)cc3Cl)n2)cc1	i	-3.3	-4.0	-3.1	6.0	-0.8	3.2	-0.5	3.7	0.1
O=C(c1ccc(Cl)cc1)N(c1ccccn1)C1CCCCC1	i	-0.2	-6.5	-0.2	10.2	-0.6	-0.4	11.0	-1.8	1.6
CCOc1ccc(CNc2ccc3c(c2)ncn3C(C)(C)C)cc1	i	-4.7	-11.0	-0.2	-5.7	-0.8	-2.3	5.0	2.5	4.3
Cc1cc(C)nc(Nc2n[nH]c(-c3ccccc3N)n2)n1	i	3.9	14.1	2.5	-2.9	-0.5	3.3	0.8	0.0	0.0
COc1ccc(NC(=O)/C(C#N)=C/c2cccnc2)c(OC)c1	i	-5.0	-8.3	-1.8	-2.7	0.0	-1.2	3.6	-1.8	-7.4
COc1cccc2cc(-c3cc(=O)oc4ccc(O)cc34)oc12	i	-7.5	-10.4	-4.5	-3.3	-0.1	-0.7	12.5	8.9	-1.6
CC[C@@]1(C(=O)OC)N[C@H](CN(C)C(=O)Nc2ccc(OC)cc2)[C@@H]2C(=O)N(Cc3ccccc3)C(=O)[C@@H]21	i	-3.0	-2.1	-4.8	-3.9	-2.4	0.2	13.8	-3.2	-4.6
COc1ccc(-n2c(C)ccc2-c2ccccc2)cn1	i	-1.9	-4.5	1.3	-0.6	-0.5	-0.2	-26.4	0.9	50.3
CC(CC(=O)Nc1ccc2c(c1)c(=O)n(C)n2-c1ccc2ccccc2c1)C(F)(F)F (stereo not drawn)	i	-9.1	x	-10.4	4.0	-0.3	-0.2	5.5	1.8	-6.1
NC(=O)c1ccc(Oc2ncc(C(F)(F)F)cc2Cl)cc1	i	-3.5	-2.9	4.3	-3.4	0.0	2.2	1.6	0.6	-2.1
Cc1ccc(N(C(=O)c2csnn2)C(C(=O)NC2CCCC2)c2ccncc2)c(C)c1 (stereo not drawn)	i	-1.4	-5.3	-0.7	6.2	-0.2	-0.5	-2.3	-0.1	3.8
O=C(CSC(=S)N1CCN(c2ccccc2)CC1)Nc1nc(-c2ccccc2)c(-c2ccccc2)o1	i	0.2	-0.8	32.3	35.2*	0.2	10.9	1.9	0.8	1.4
COCc1cc(=O)[nH]c(-c2csc(C)n2)n1	i	-2.2	-8.9	3.1	0.6	-0.2	-4.3	-15.4	-2.2	0.3
CC(C)(C)OC(=O)[C@H](Cc1ccccc1)NC(=O)c1nc[nH]c1C(=O)NC1CCNCC1	i	5.6	-4.4	3.2	-8.8	-0.3	0.4	-2.4	-2.2	9.1
N=c1c(S(=O)(=O)c2ccccc2)cc2c(=O)n3ccccc3nc2n1Cc1cccnc1	i	-25.9	-0.8	-1.3	5.4	-0.2	2.2	-14.5	0.9	-22.1
